From PubChem
NTMT1 inh: Primary qHTS for Inhibitors of N-terminal methyltransferase 1 (NTMT1): MTaseGlo Assay | N-terminal Xaa-Pro-Lys N-methyltransferase 1 (Homo sapiens), Q9BV86 | NTMT1 MTase-Glo SAH luminescence, purified enzyme | Potency, µM (top dose mostly 114 µM), inactives show at the top dose activity change, negative = inhibition, usual class: inhibitors | 59,000 tested, 2.5% active | AID 1645870, 2021;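 note: potency is the fitted concentration of half-maximal effect; plate controls were DMSO vehicle for no effect and no enzyme for full effect; nearly all actives have a fitted effect of over 65% in size; many of its hits are not listed in these tables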
Target sequence (Q9BV86 whole entry, looked up): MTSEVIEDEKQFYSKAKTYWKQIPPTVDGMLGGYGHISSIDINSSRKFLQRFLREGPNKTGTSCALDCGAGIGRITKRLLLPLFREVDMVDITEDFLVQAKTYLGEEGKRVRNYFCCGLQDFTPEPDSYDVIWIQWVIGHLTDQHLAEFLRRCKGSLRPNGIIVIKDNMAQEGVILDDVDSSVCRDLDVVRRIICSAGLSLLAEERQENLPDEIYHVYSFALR
TSG101-PTAP inh: qHTS Validation Assay for Inhibitors of HIV-1 Budding by Blocking the Interaction of PTAP/TSG101: Sytravon Library Screen; Fluorescence polarization, FITC-PTAP peptide/Tsg101, 20 min; 44,000 tested, under 10 active; Potency, µM (top dose mostly 115 µM), for the others: at the top dose activity change, negative = inhibition, hits mostly inhibitors; AID 1347069, 2019; Tumor susceptibility gene 101 protein (Homo sapiens), Q99816; note: potency is the fitted concentration of half-maximal effect; 0% is about no effect
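Steps: Tsg101 binding domain (10 uM final) in HEPES pH 7.5/NaCl/Tween 20/EDTA/TCEP; add compound; add FITC-PTAP peptide (50 nM final); incubate 20 min r.t.; read polarization.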
B2AR arrestin ag: qHTS assay of beta-arrestin-biased ligands of beta2-adrenergic receptor: NCGC Sytravon Library Screen. HTLA Tango cells, beta-arrestin recruitment, luciferase luminescence, 18 h. Beta-2 adrenergic receptor (Homo sapiens), P07550. Potency, µM (doses to about 46.1 µM), for inactives: at the top dose activation, most hits filed as activators. 44,000 tested, under 10 active;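 note: potency is the fitted concentration of half-maximal effect; 0% = DMSO and full agonism = EC100 isoproterenol or metaproterenol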
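Ligand-induced beta-arrestin recruitment to recombinant beta2-AR is measured via a tTA-driven luciferase reporter in Tango cells after 18 hr compound exposure at 37 degrees C. Concentrations span up to 46 microM.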
p53null 32C kill: qHTS Screen for Compounds that Selectively Target Cancer Cells with p53 Mutations: Cytotoxicity of p53 Null Cells at the Permissive Temperature; H1299-neo p53 null cells, ATP luminescence, 24 h, 32C; 55,000 tested, 0.62% active; Potency, µM (titrated, usually from 46.1 µM), for the others: at the highest dose activity change, negative = cytotoxicity, hits mostly cytotoxic; AID 903, 2007;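 note: potency is the fitted concentration of half-maximal effect; 0% = DMSO only and -100% = full killing by 100 µM tamoxifen; nearly all actives have a fitted effect of over 55% in size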
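Luminescent ATP readout gave cell viability of p53-null H1299-neo cells after a 24 h compound exposure at the permissive 32C. Titrations ran up to 46 uM, and AC50s were fitted with the standard Hill equation.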
p53null 39C tox: qHTS Screen for Compounds that Selectively Target Cancer Cells with p53 Mutations: Cytotoxicity of p53 Null Cells at the Nonpermissive Temperature. H1299 p53-null (neo) cells, 39C, ATPlite viability, 24 h. Potency, µM (highest dose often 46.1 µM), without a hit: at the highest dose activity, negative = cell killing, most hits filed as cytotoxic. 55,000 tested, 0.97% active. AID 904, 2007;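 note: potency is the fitted concentration of half-maximal effect; 0% = DMSO only and -100% = full killing by 100 µM tamoxifen; nearly all actives have a fitted effect of over 50% in size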
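ATP-luminescence viability readout (ATPlite, 20 min RT) after 24 hr compound treatment at 39C of H1299-neo or H1299-p53A138V cells; titration up to 46 uM; normalized to DMSO and 100 uM tamoxifen; Hill-fit AC50.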
GALK inh: qHTS Assay for Inhibitors of Human Galactokinase (GALK): NCGC Sytravon Library Screen; P51570; recombinant GALK, Kinase-Glo ATP luminescence, 1 h; Potency, µM (titrated, usually from 57.5 µM), inactives show top-dose activity, negative = inhibition, actives largely listed as inhibitors; 44,000 tested, under 10 active;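 note: plate controls were full GALK reaction for no effect and reaction lacking GALK for full effect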
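5 nM GALK with 35 µM ATP and 100 µM galactose in HEPES pH 8.0, MgCl2, NaCl, DTT, BSA; 1 h RT reaction, remaining ATP detected by Kinase-Glo Plus luminescence after 10 min; qHTS concentration series.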
FH mod: Identification of activators of human fumarate hydratase by quantitative high-throughput screening; Fumarate hydratase, mitochondrial (Homo sapiens), P07954; FH coupled MDH/diaphorase resazurin fluorescence, 15 min; Potency, µM (titrated, usually from 79.9 µM), for inactives: at the highest dose activity change, negative = inhibition, usual class: inhibitors; 54,000 tested, 0.22% active; note: potency is the fitted concentration of half-maximal effect; % is set by controls: 0 for no effect and ±100 for the full control effect; the screen sought activators but most active calls are inhibition curves; nearly all actives have a fitted effect of over 45% in size
Target sequence (P07954 whole entry, looked up): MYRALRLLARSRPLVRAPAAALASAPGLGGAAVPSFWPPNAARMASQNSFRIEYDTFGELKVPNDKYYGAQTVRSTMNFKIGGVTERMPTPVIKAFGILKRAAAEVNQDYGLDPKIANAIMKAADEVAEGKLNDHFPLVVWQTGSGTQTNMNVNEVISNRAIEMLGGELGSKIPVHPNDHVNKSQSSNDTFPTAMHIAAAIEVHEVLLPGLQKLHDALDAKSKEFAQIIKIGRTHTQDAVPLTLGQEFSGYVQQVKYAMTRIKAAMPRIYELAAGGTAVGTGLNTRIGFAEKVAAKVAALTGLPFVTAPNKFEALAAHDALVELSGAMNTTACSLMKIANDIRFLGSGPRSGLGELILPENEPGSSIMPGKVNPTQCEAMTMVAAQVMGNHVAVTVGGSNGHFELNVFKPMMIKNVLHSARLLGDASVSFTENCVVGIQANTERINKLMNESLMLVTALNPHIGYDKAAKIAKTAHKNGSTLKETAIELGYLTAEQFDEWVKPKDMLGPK
Numbers without * were called inactive; ? = inconclusive; · = no result given; [ ] = remark or other dose. Calls come from the whole dose curve; as a rule, active = well fitted curve in the direction sought with a large enough effect; inconclusive = small, poorly fitted or top-dose-only effect, or another doubt; inactive = no such curve, though single readings can be large; an effect the other way counts as inactive or inconclusive.

SMILES	NTMT1 inh	TSG101-PTAP inh	B2AR arrestin ag	p53null 32C kill	p53null 39C tox	GALK inh	FH mod
COc1ccc(CCNC(=O)c2ccc3c(c2)N(Cc2cc(C)ccc2C)C(=O)c2ccccc2S3=O)cc1OC (configuration not stated)	3%	-3%	1%	-1%	11%	0%	?
COc1cc(Cl)c(NS(=O)(=O)c2ccc3[nH]c(=O)ccc3c2)c(OC)c1	24%	-7%	0%	-3%	26%	2%	-27%
O=C(Nc1ccc(F)cc1)c1ccc(-n2cnnc2)cc1	-2%	9%	0%	1%	2%	-2%	-17%
Cc1ccc(C)c(Cn2c(=O)n(CC3CCC(C(=O)N4CCOCC4)CC3)c(=O)c3sccc32)c1 (configuration not stated)	?	-2%	2%	2%	-7%	0%	-8%
COc1ccc(CN(C)S(=O)(=O)c2nnc(NC(=O)C(C)C)s2)cc1OC	18%	0%	2%	0%	?	-1%	-2%
COC(=O)c1ccc(NC(=O)Cn2cnc3c2c(=O)n(C)c(=O)n3C)cc1	?	-2%	0%	3%	-6%	1%	5%
CCOc1ccc(C(=O)N(Cc2cc(OC)c(OC)c(OC)c2)c2ccccn2)cc1	1%	0%	-3%	-9%	9%	6%	-2%
CC(C)(C)OC(=O)N1CCC(c2c(C(=O)N3CCN(c4ncccn4)CC3)cnn2-c2ccc(F)cc2)CC1	?	-2%	1%	5%	-3%	1%	7%
Cc1cc(=O)n(Cc2c(F)cccc2Cl)c2c1c(C)nn2C	-8%	-5%	0%	4%	-10%	-2%	?
CCOc1ccccc1CNC(=O)c1ccc(-n2c(C)cc3c2CCC(C)C3)cc1 (configuration not stated)	20%	2%	?	4%	-21%	-4%	-10%

The final 5 entries of the section before open the next one:
SMILES	NTMT1 inh	TSG101-PTAP inh	B2AR arrestin ag	p53null 32C kill	p53null 39C tox	GALK inh	FH mod
COC(=O)c1ccc(NC(=O)Cn2cnc3c2c(=O)n(C)c(=O)n3C)cc1	?	-2%	0%	3%	-6%	1%	5%
CCOc1ccc(C(=O)N(Cc2cc(OC)c(OC)c(OC)c2)c2ccccn2)cc1	1%	0%	-3%	-9%	9%	6%	-2%
CC(C)(C)OC(=O)N1CCC(c2c(C(=O)N3CCN(c4ncccn4)CC3)cnn2-c2ccc(F)cc2)CC1	?	-2%	1%	5%	-3%	1%	7%
Cc1cc(=O)n(Cc2c(F)cccc2Cl)c2c1c(C)nn2C	-8%	-5%	0%	4%	-10%	-2%	?
CCOc1ccccc1CNC(=O)c1ccc(-n2c(C)cc3c2CCC(C)C3)cc1 (configuration not stated)	20%	2%	?	4%	-21%	-4%	-10%
Cc1cc(C)cc(NS(=O)(=O)c2ccc3c(c2)NC(=O)C(C)S3)c1 (configuration not stated)	-15%	0%	0%	0%	?	-11%	?
COc1ccc(C(=O)CC2(O)C(=O)N(Cc3ccccc3)c3ccc(Br)cc32)cc1 (configuration not stated)	·	-10%	1%	44%[activator]	?	-1%	·
COc1ccc2nc(N(Cc3cccnc3)C(=O)c3ccc(Cl)cc3)sc2c1	4%	-3%	-3%	-5%	4%	1%	0%
CC(C)Oc1ccc(C(=O)Nc2nonc2-c2ccc(OC(C)C)cc2)cc1	17%	2%	-1%	-3%	6%	-14%	2%
Cc1cccc(Nc2nn3c(=O)c4cc5c(cc4nc3s2)OCO5)c1	?	0%	1%	-21%	?	-1%	7%
COc1ccc(C(=O)c2cn(Cc3ccccc3F)c3cc4c(cc3c2=O)OCCO4)cc1OC	?	-2%	-1%	-3%	-12%	-2%	0%
Cc1ccc2c(c1)C(c1ccccc1)N(C(=O)c1ccccc1F)CC(=O)N2 (configuration not stated)	-1%	-1%	0%	10%	24%	-5%	-7%
Cc1ccccc1Cn1c(CN2CCC(C(=O)NCCN(C)C)CC2)cc2ccccc21	-6%	0%	-2%	-6%	3%	-2%	?
Cc1ccc(-n2cc(-c3ccccc3)c3c(NC4CCCC4)ncnc32)cc1	-11%	0%	-1%	13%	-21%	-1%	-27%
CC(C)NC(=O)CCn1c(SCc2c(F)cccc2Cl)nc2c(sc3ccccc32)c1=O	-1%	-3%	1%	-2%	20%	1%	-10%
COc1ccccc1OCC(=O)NCCS(=O)(=O)N1CCN(c2ccccc2OC)CC1	-5%	-2%	2%	9%	-8%	1%	-5%
CC1=C(C(=O)OC2CCCCCC2)C(c2ccc(Cl)cc2Cl)CC(=O)N1 (configuration not stated)	-12%	1%	1%	5%	?	2%	11%
Cc1c(CCNC(=O)C(C)(C)C)sc2nc(-c3ccc(F)cc3)nn12	-1%	0%	?	-12%	-8%	1%	-9%
Cc1ccc(S(=O)(=O)Nc2ccc3[nH]c(=O)sc3c2)cc1C	-5%	-4%	0%	-1%	?	1%	-4%
COc1ccc(NC(=O)Cn2cnc3c(nc4n3CCCCC4)c2=O)cc1Cl	8%	-6%	0%	-3%	-11%	3%	-14%
COc1ccccc1NC(=O)C1CCCN(c2ncnc3onc(-c4ccc(F)cc4)c23)C1 (configuration not stated)	-1%	1%	-2%	-23%	17%	4%	-10%
COc1ccc(NC(=O)C2CCCN(S(=O)(=O)c3cccc4nonc34)C2)cc1Cl (configuration not stated)	-3%	6%	1%	2%	-12%	4%	-1%
CCn1cc2nc(SCc3cc(C)ccc3C)n(CCc3ccccc3)c(=O)c2n1	0%	-5%	3%	38%[activator]	-22%	0%	?
CCn1c(SCC(=O)Nc2ccccc2)nc2c([nH]c3ccccc32)c1=O	-2%	-10%	1%	3%	16%	4%	8%
COc1cc(OC)c(NC(=O)Nc2ccc3c(c2)N(C)C(=O)c2ccccc2S3)cc1Cl	1%	-9%	-3%	11%	10%	-1%	-1%
COc1cccc(N2CCN(C(=O)c3cc4c(=O)n(Cc5cccs5)ccc4nc3C)CC2)c1	-1%	3%	0%	4%	16%	1%	-14%
CCN(C(=O)CSc1nnc(-c2ccc(Cl)cc2)o1)c1ccccc1	?	-3%	-4%	-4%	16%	3%	-16%
CCc1ccc(-n2c(-c3ccccc3)c(C)n3c4c(=O)n(C)c(=O)n(C)c4nc23)cc1	10%	-17%	1%	?	-12%	0%	-6%
COc1ccc(NC(=O)CSc2nc(-c3ccccc3)[nH]c2-c2ccccc2)cc1OC	-19%	0%	0%	7%	-19%	1%	?
CCn1c(=O)n(-c2ccc(C)c(F)c2)c(=O)c2sc3ccccc3c21	6%	4%	1%	-8%	25%	-8%	-3%
COc1ccc2c(c1)Cc1sc(NC(=O)c3cccc(Cl)c3)nc1-2	-14%	-1%	0%	16µM*	5%	0%	6%
CSc1cccc(NC(=O)CN2CCN(Cc3ccccc3C)S2(=O)=O)c1	-3%	1%	0%	-5%	-11%	0%	-24%
O=C(Nc1cc(-c2nc3cc(Cl)ccc3o2)ccc1Cl)c1ccco1	?	7%	0%	3%	-25%	0%	-13%
Cc1cccc(N(C)S(=O)(=O)c2nnc(NC(=O)C3CCCCC3)s2)c1	-5%	-2%	3%	-17%	9%	0%	1%
Cc1ccc(NC(=O)c2ccc(NC(=O)N3CCSc4ncccc43)cc2)c(Cl)c1	-14%	0%	0%	?	?	2%	3%
COc1ccc2c(c1)c1c(c(=O)n(-c3ccccc3)c(=O)n1CC(=O)Nc1ccc(F)cc1)n2C	-4%	0%	2%	2%	8%	-1%	9%
CC(C)NC(=O)Cn1c(=O)nc(-c2ccccc2)c2ccccc21	5%	-2%	-1%	-1%	-13%	0%	3%
COc1cc(OC)c(NC(=O)c2cnn(-c3cccc(Cl)c3C)c2C2CCN(C(=O)OC(C)(C)C)CC2)cc1Cl	-11%	0%	-1%	4%	-15%	1%	-3%
CCN1C(=O)c2ccccc2Sc2ccc(NC(=O)Nc3ccccc3OC)cc21	-5%	1%	0%	24%	-5%	0%	?
COC(=O)c1ccc(OCC2c3cc(OC)c(OC)cc3CCN2C(=O)Cc2ccc(OC)c(OC)c2)cc1 (configuration not stated)	-4%	-5%	11%	-7%	9%	-1%	-16%
COc1ccc(Cn2c(CCC(=O)Nc3ccc(OC)c(Cl)c3)nc3cccnc32)cc1	-22%	1%	0%	-9%	0%	-5%	?
Cc1cccc(CCNC(=O)c2ccc3c(c2)nc2n3CCOC2)c1	-1%	0%	0%	?	?	-2%	-12%
CCc1cccc(NC(=O)Cn2nc(-c3cc(C)ccc3C)ccc2=O)c1	1%	-3%	-1%	5%	?	0%	-21%

Structures above that have a tert-butyl group:
SMILES	NTMT1 inh	TSG101-PTAP inh	B2AR arrestin ag	p53null 32C kill	p53null 39C tox	GALK inh	FH mod
CC(C)(C)OC(=O)N1CCC(c2c(C(=O)N3CCN(c4ncccn4)CC3)cnn2-c2ccc(F)cc2)CC1	?	-2%	1%	5%	-3%	1%	7%
Cc1c(CCNC(=O)C(C)(C)C)sc2nc(-c3ccc(F)cc3)nn12	-1%	0%	?	-12%	-8%	1%	-9%
COc1cc(OC)c(NC(=O)c2cnn(-c3cccc(Cl)c3C)c2C2CCN(C(=O)OC(C)(C)C)CC2)cc1Cl	-11%	0%	-1%	4%	-15%	1%	-3%

This is a subset; rates above refer to the full screens.
